# TDP1 block = TDP1 (human) enzyme inhibition. recombinant TDP1, AlphaScreen DNA substrate cleavage. Potency, µM (titrated, usually from 130 µM), for the others: at the top dose activity change, negative = inhibition, hits mostly inhibitors. hit rate 0.28% among 350,000. AID 485290; note: nearly all actives have a fitted effect of over 40% in size
# Target sequence (Q9NUW8 whole entry, looked up): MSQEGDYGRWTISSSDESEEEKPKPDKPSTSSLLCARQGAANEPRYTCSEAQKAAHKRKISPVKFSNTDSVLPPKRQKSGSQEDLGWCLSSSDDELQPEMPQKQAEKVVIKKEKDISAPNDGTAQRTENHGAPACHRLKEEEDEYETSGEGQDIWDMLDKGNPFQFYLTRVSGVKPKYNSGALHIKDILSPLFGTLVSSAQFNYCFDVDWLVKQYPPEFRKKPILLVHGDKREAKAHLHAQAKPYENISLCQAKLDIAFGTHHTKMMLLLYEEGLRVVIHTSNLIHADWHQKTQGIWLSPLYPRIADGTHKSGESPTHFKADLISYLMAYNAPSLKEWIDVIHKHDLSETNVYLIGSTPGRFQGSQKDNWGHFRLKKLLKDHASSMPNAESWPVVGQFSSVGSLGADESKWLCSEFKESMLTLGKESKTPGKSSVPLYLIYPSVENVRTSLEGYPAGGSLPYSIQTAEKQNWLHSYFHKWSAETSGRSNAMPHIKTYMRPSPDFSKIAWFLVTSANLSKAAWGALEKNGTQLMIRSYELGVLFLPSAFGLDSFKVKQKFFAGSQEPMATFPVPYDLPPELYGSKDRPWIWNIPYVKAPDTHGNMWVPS
#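 E. coli-derived human Tdp1, 1 nM final. Cpd preinc 15 min RT; substrate 15 nM final, 5 min RT; AS bead mix 10 ug/ml final, 10 min RT. Signal loss = tyrosine-FITC cleavage. No-enzyme wells = max signal.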
# N370S GC = inhibitors or activators of N370S glucocerebrosidase for Gaucher disease; P04062; N370S GC spleen homogenate, 4MU-glucoside fluorescence; Potency, µM (highest dose often 59.4 µM), inactives show top-dose activity change, negative = inhibition, most hits filed as inhibitors; hit rate 0.092% among 330,000; AID 2101;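 note: 0% = full enzyme activity and -100% = no enzyme basal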
# FEN1 inhibitor = human FEN1 inhibition. P39748. Recombinant FEN1 flap cleavage, fluorescence, 15 min. Potency, µM (highest dose often 114 µM), for inactives: top-dose activity change, negative = inhibition, most hits filed as inhibitors. hit rate 0.35% among 390,000. AID 588795; note: nearly all actives have a fitted effect of over 65% in size
# Target sequence (P39748 whole entry, looked up): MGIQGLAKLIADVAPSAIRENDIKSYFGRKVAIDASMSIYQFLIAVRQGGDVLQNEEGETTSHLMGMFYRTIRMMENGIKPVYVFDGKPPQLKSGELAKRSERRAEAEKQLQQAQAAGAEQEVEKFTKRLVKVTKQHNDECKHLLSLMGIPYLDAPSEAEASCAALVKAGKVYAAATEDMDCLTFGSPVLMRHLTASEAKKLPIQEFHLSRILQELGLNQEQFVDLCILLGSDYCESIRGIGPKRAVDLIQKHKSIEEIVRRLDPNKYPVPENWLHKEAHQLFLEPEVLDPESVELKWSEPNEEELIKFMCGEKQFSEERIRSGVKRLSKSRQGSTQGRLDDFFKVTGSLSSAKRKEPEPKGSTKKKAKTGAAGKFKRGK
#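 FEN1 at 10 nM preincubated with compounds 15 min at room temperature, then flap DNA substrate added at 50 nM final. Signal read at 0 and 15 min; concentration-response fitted with four-parameter Hill equation.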
# * = called active by the depositor; ? = inconclusive; . = no result given; & = joins results of further samples; [ ] = dose if it differs, or a comment. Calls come from the whole dose curve; as a rule, active = well fitted curve in the direction sought with a large enough effect; inconclusive = small, poorly fitted or top-dose-only effect, or another doubt; inactive = no such curve, though single readings can be large; an effect the other way counts as inactive or inconclusive. Unless noted, % is set by controls: 0 for no effect and ±100 for the full control effect; potency is the fitted concentration of half-maximal effect. This is a subset; the hit share may differ from the screen's.
[1] O=C1NC(=O)N(CCNc2ncc(C(F)(F)F)cc2Cl)C(=O)C1Cc1ccc(Cl)cc1 (stereo unspecified)
[2] COC(=O)N(c1ccc(OC)cc1)P1(=S)OCCC(C)O1 (stereo unspecified)
[3] CCOC(=O)c1cc(CC)sc1/N=C/c1c(O)[nH]c(=S)[nH]c1=O
[4] CCCCCCn1c(O)c(C(C)=NC)c(=O)[nH]c1=O
[5] ClC1=CCC2CN(CCN3CCCCC3)CC2C1 (stereo unspecified)
[6] CC(=O)c1c(O)c(C)c(O)c(Cc2c(O)c3c(c(C(=O)/C=C/c4ccccc4)c2O)OC(C)(C)C=C3)c1O
[7] Cc1ccc(Cn2cccc(C(=O)Nc3nnc(C)s3)c2=O)cc1
[8] CCC1(CC)CCNC1=O

screen / no.,1,2,3,4,5,6,7,8
TDP1 block,0%,-5%,0%,-1%,-3%,19%,5%,7%
FEN1 inhibitor,17%,5%,-1%,-3%,-15%,?,1%,.
N370S GC,-7%,-13%,3%,?,5%,-6%&-14%&0%&-2%,.,-3%

[9] C[C@@]1(CO)[C@H](O)CC[C@@]2(C)[C@H]1CC[C@H]1C[C@@H]3C[C@@]12CC[C@]3(O)CO
[10] CCOC(=O)c1cc2c(cn1)[nH]c1ccccc12
[11] N#CC(C#N)=NNc1ccc(S(N)(=O)=O)cc1
[12] Cc1cccc(-n2c(O)c(C)c(=O)[nH]c2=S)c1
[13] CC(=Nc1ccccc1N)c1c(O)n(C)c(=O)n(C)c1=O
[14] COc1ccc(NS(=O)(=O)c2ccc(OCC(=O)N3CCN(C)CC3)cc2)cc1Cl
[15] CCC(=NCc1ccco1)c1c(O)n(Cc2ccccc2)c(=O)[nH]c1=O
[16] COc1ccc(-n2c(/C=C\c3ccccc3F)nc3ccccc3c2=O)cc1OC

screen / no.,9,10,11,12,13,14,15,16
TDP1 block,4%&1%,5%&9%&9%,.,8%,.,5%,?,8%
FEN1 inhibitor,.,-1%,40µM*,3%,5%,-17%,-14%,-9%
N370S GC,-5%&-6%,10%&-6%&-1%,-14%,-10%,5%,-19%,28%,.

[17] N=c1sccn1Cc1ccccc1F
[18] O=C(Nc1cccc(Br)c1)c1c(O)c2c(n(Cc3ccccc3)c1=O)CCCC2
[19] C[C@]12CCC(=O)C=C1C=C[C@@H]1[C@@H]2CC[C@@]2(C)[C@H]1CC[C@@]2(O)CCC(=O)O
[20] C=CCC1(CN2CCCCCC2=O)C(=O)NC(=O)NC1=O
[21] COC(=O)C1=C(C)NC(C)=C(C(=O)OC)C1c1ccccc1[N+](=O)[O-]
[22] COc1ccc(NC(=O)c2cn(CCC#N)nc2-c2ccc([N+](=O)[O-])cc2)cc1
[23] Cc1noc(C(=O)Nc2sc3c(c2C#N)CCC3)c1Cl
[24] CCC(C)C(=O)OC1C(O)C2C(CN3CC(C)CCC3[C@]2(C)O)C2C[C@]34O[C@@]5(O)C(OC(=O)C(C)(O)C(C)O)CCC3(C)C5C(OC(C)=O)C(OC(C)=O)C4[C@@]21O (stereo partly specified)

screen / no.,17,18,19,20,21,22,23,24
TDP1 block,.,.,.,-2%,9%,0%,-8%,6%[56.1 µM]
FEN1 inhibitor,-3%,-7%,10%,-1%,2%&-21%&-24%,5%,?,.
N370S GC,-1%,-3%,0%,8%,10%,0%,-1%,-8%

[25] O=C(CCC(=O)N1C[C@H]2C[C@@H](C1)c1cccc(=O)n1C2)NCc1cccc(C(F)(F)F)c1
[26] CCOC(=O)Cn1cc(C(=O)c2ccccc2F)c2ccccc21
[27] CN(C)c1ccc(/C=C2\CCCN=C2c2cccnc2)cc1
[28] O=C(CCN1CCCCC1)Nc1ccc(Br)cc1C(=O)c1ccccc1
[29] O=c1cccc2n1CC1CC2CN(Cc2c(Cl)cccc2Cl)C1 (stereo unspecified)
[30] C[C@H](N)[C@H](O)c1ccc(O)c(O)c1
[31] CC1CCC2C(C)C(=O)OC3O[C@]4(C)CCC1[C@@]32OO4 (stereo partly specified)
[32] Cc1ccccc1CS(=O)(=O)Cc1ccc(C(=O)N2CCC3(CC2)OCCO3)o1

screen / no.,25,26,27,28,29,30,31,32
TDP1 block,.,2%,12%,.,3%,?,12%,4%
FEN1 inhibitor,20%,-17%,.,-15%,-6%,.,.,4%
N370S GC,0%,10%,-20%,-23%,5%,-8%[21.6 µM],-1%,-13%

# Entries from the list above containing a CF3 group, in the order listed:
[1] O=C1NC(=O)N(CCNc2ncc(C(F)(F)F)cc2Cl)C(=O)C1Cc1ccc(Cl)cc1 (stereo unspecified)
[25] O=C(CCC(=O)N1C[C@H]2C[C@@H](C1)c1cccc(=O)n1C2)NCc1cccc(C(F)(F)F)c1

screen / no.,1,25
TDP1 block,0%,.
FEN1 inhibitor,17%,20%
N370S GC,-7%,0%

# Next entries
[33] COc1cccc(C(=O)C2CCCN(Cc3cnn(C(C)C)c3)C2)c1 (stereo unspecified)
[34] COCCNC(=O)c1c(N)n(Cc2ccco2)c2nc3ccccc3nc12
[35] O=[N+]([O-])c1ccc(NCCCN2CCOCC2)c2ncccc12
[36] Cc1cc(NC(=O)C(Cl)(Cl)Cl)no1
[37] CN(C)/C=c1\sc2c(C#N)cc(C(=O)c3ccc(Br)cc3)n2c1=O
[38] CC(=O)O[C@H]1[C@H]2O[C@]23[C@@H]2CC[C@]4(O)C[C@@H](O)CC[C@]4(C)C2CC[C@]3(C)[C@H]1c1ccc(=O)oc1 (stereo partly specified)
[39] CC(C)CN1CCN(Cc2ccc(F)cc2Cl)CC1CCO (stereo unspecified)
[40] CC1=CC(=O)c2c(O)cccc2C1=O

screen / no.,33,34,35,36,37,38,39,40
TDP1 block,5%,-10%,5%,4%,5%,0%,.,22%&14%[56.1 µM]
FEN1 inhibitor,6%,-8%,3%,-3%,0%,-18%,3%,.
N370S GC,-4%,?,-7%,-3%,?,.,-10%,-12%&-1%

[41] O=C1NC(=O)N(CCC2=CCCCC2)C(=O)/C1=C/c1cccs1
[42] C[C@H](N)Cc1cnc[nH]1
[43] Clc1cccc(N2CCNCC2)c1
[44] O=C1OC(=O)C2C1[C@@H]1CC[C@H]2O1 (stereo partly specified)
[45] N#CCCn1cc(C(=O)Nc2ccccc2Br)c(-c2ccc3c(c2)OCCO3)n1
[46] Cc1ccc(N(C)C(=O)Oc2ccc(C(=O)c3ccc(Cl)cc3)cc2)cc1
[47] CC(C)OC(=O)Nc1cccc(Cl)c1
[48] O=[N+]([O-])c1ccc2c(c1)C(c1ccccc1)=NCCN2

screen / no.,41,42,43,44,45,46,47,48
TDP1 block,.,9%,7%[56.1 µM],-9%,2%,3%,11%[56.1 µM],.
FEN1 inhibitor,?,.,-7%,-14%,-17%,-3%,.,15%
N370S GC,-4%,-5%&-4%,-16%&2%&8%&-11%,19%,0%,-2%,5%,-27%

# Some of these compounds in order of molecular weight, largest number first.
[45] N#CCCn1cc(C(=O)Nc2ccccc2Br)c(-c2ccc3c(c2)OCCO3)n1
[46] Cc1ccc(N(C)C(=O)Oc2ccc(C(=O)c3ccc(Cl)cc3)cc2)cc1
[48] O=[N+]([O-])c1ccc2c(c1)C(c1ccccc1)=NCCN2
[40] CC1=CC(=O)c2c(O)cccc2C1=O
[44] O=C1OC(=O)C2C1[C@@H]1CC[C@H]2O1 (stereo partly specified)
[42] C[C@H](N)Cc1cnc[nH]1

screen / no.,45,46,48,40,44,42
TDP1 block,2%,3%,.,22%&14%[56.1 µM],-9%,9%
FEN1 inhibitor,-17%,-3%,15%,.,-14%,.
N370S GC,0%,-2%,-27%,-12%&-1%,19%,-5%&-4%

# More results.
[49] CC(=O)N1N=C2C3CCN(CC3)C2C1c1ccc(Br)cc1 (stereo unspecified)
[50] CC(=O)N[C@@H]1CCSC1=O
[51] COC(=O)C1C2c3ccccc3OC1(C)N=c1s/c(=C/c3cn(C)nc3C)c(=O)n12 (stereo unspecified)
[52] COC(=O)C1=COC(C)C2CN3CCC4(C(=O)Nc5ccccc54)C3CC12 (stereo unspecified)
[53] CCn1c(O)c(/C=N/NC(=O)c2ccccc2)c(=O)n(CC)c1=S
[54] O=C(Cc1ccccc1)N1CCN(Cc2cccnc2)CC1
[55] N#Cc1cccc(NC(=O)CSc2nc3c(cc2C#N)N2CCC3CC2)c1
[56] C=CCN1CCC2(C)c3cc(O)ccc3CC1C2C (stereo unspecified)

screen / no.,49,50,51,52,53,54,55,56
TDP1 block,.,8%[21 µM],-1%,.,8%,-11%,3%,11%[56.1 µM]
FEN1 inhibitor,-1%,.,-17%,24%,1%,2%,6%,11%
N370S GC,-3%,8%[21.6 µM],29%,-2%,11%,-3%,.,4%&-4%

# Exported as tab-separated lines: part of the list above.
item	structure	TDP1 block	FEN1 inhibitor	N370S GC
51	COC(=O)C1C2c3ccccc3OC1(C)N=c1s/c(=C/c3cn(C)nc3C)c(=O)n12 (stereo unspecified)	-1%	-17%	29%
52	COC(=O)C1=COC(C)C2CN3CCC4(C(=O)Nc5ccccc54)C3CC12 (stereo unspecified)	.	24%	-2%
53	CCn1c(O)c(/C=N/NC(=O)c2ccccc2)c(=O)n(CC)c1=S	8%	1%	11%
54	O=C(Cc1ccccc1)N1CCN(Cc2cccnc2)CC1	-11%	2%	-3%
55	N#Cc1cccc(NC(=O)CSc2nc3c(cc2C#N)N2CCC3CC2)c1	3%	6%	.
56	C=CCN1CCC2(C)c3cc(O)ccc3CC1C2C (stereo unspecified)	11%[56.1 µM]	11%	4%&-4%

# Following part:
[57] CCN1CCN(C(=O)COc2ccc(S(=O)(=O)NC(C)C)cc2)CC1
[58] CC(C)OP(=O)(OC(C)C)C(NCc1ccccc1)c1ccccc1 (stereo unspecified)
[59] C=CCn1c(=O)c(C=Nc2c(OC)cccc2[N+](=O)[O-])c(O)n(CCCC)c1=O
[60] NC(=NCCC[C@H](N)C(=O)O)N[N+](=O)[O-]
[61] CCOC(=O)C(O)(c1ccc(N(C)C(=O)c2ccc(Cl)c(Cl)c2)cc1)C(F)(F)F (stereo unspecified)
[62] COP(=S)(OC)Oc1ccc(SC)c(C)c1
[63] CCOC(=O)C1CCN(/C=C2/C(=O)NC(=O)N(c3cccc(C)c3C)C2=O)CC1
[64] NC(CCCP(=O)(O)O)C(=O)O (stereo unspecified)

screen / no.,57,58,59,60,61,62,63,64
TDP1 block,2%,3%,8%,2%,0%,-3%[56.1 µM],5%,5%[56.1 µM]
FEN1 inhibitor,-1%,-3%,14%,.,-15%,-8%,4%,.
N370S GC,10%,-1%,-9%,0%&-2%,-28%,-4%&0%,19%,2%

[65] C=C1C([C@@H](O)C[C@H](C)C2O[C@@]3(CCCCO3)CC[C@H]2C)OC2CC[C@@]3(CC[C@@H](/C=C/[C@@H](C)C4CC(C)=C[C@]5(O4)O[C@H](C[C@@](C)(O)C(=O)O)CCC5O)O3)OC2[C@@H]1O (stereo partly specified)
[66] O=CNc1ccc(OP(=O)(Oc2ccccc2)Oc2ccccc2)cc1
[67] Cc1c(C=C2C(=O)N(C)C(=O)N(C)C2=O)c(=O)n(-c2ccccc2)n1C
[68] CCOC(=O)[C@@]12C(=O)C(=O)N[C@]1(c1ccccc1)C1OCCCC12 (stereo partly specified)
[69] O=P(O)(O)C12CC3CC(CC(C3)C1)C2
[70] CCOC(=O)c1c(C)c(C(=O)N2CCC3(CC2)OCCO3)c(C)n1CC
[71] O=P(c1ccccc1)(c1ccccc1)N1CC2(CC2)CC(O)(c2ccccc2)C1 (stereo unspecified)
[72] O=C1NC(=O)N(c2ccc(Cl)cc2)C(=O)/C1=C/c1coc2ccc(O)cc2c1=O

screen / no.,65,66,67,68,69,70,71,72
TDP1 block,10%,2%,-1%,6%,-4%,7%,3%,.
FEN1 inhibitor,.,-6%,-2%,6%,4%,-1%,.,-19%
N370S GC,8%,-1%,-13%,-14%,9%,-4%,14%,-15%

[73] O=C(Cn1ncc2ccsc2c1=O)N1CCC2(CC1)OCCO2
[74] CC1(O)C[C@]2(C)N(O)C3CCCC[C@@H]3N2O1 (stereo partly specified)
[75] CN1CCN(Cc2c(F)cccc2Cl)CC1
[76] COc1ccccc1N1C(=O)NC(=O)/C(=C/c2ccc3c(c2)Cc2ccccc2-3)C1=O

screen / no.,73,74,75,76
TDP1 block,2%,.,5%,.
FEN1 inhibitor,5%,2%,1%,79µM*
N370S GC,1%,2%,2%,-3%

# Looked up above.
# no. 73 in TDP1 block: 2%
# no. 75 in N370S GC: 2%
# no. 76 in N370S GC: -3%

# Screening results (PubChem)
